Source: PubChem BioAssay (several laboratories)
VLA-4 inh: inhibition in a human VLA-4 binding assay; 330,000 compounds, 0.2% hits; P13612; VLA-4 expressing cells, ligand binding flow cytometry; inhibition, % (about 7 µM as worked out from the volumes in the protocol); in the data active = inhibition above about 50%
MCL1 BIM primary: disrupts human MCL1 binding to BIM-BH3 peptide; Q07820; GST-MCL1 / FITC-Bim-BH3 fluorescence polarization; inhibition, % at 10.9 µM; 320,000 compounds, 0.68% hits; AID 2057;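 active = inhibition above the mean inhibition of all tested compounds plus 3 SD, set per campaign, cut at about 40% in these data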;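 also: 0% = DMSO wells and 100% = unlabeled Bim-BH3 peptide control; higher means more loss of mP so more displacement of Bim peptide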
Target sequence (Q07820 whole entry, looked up): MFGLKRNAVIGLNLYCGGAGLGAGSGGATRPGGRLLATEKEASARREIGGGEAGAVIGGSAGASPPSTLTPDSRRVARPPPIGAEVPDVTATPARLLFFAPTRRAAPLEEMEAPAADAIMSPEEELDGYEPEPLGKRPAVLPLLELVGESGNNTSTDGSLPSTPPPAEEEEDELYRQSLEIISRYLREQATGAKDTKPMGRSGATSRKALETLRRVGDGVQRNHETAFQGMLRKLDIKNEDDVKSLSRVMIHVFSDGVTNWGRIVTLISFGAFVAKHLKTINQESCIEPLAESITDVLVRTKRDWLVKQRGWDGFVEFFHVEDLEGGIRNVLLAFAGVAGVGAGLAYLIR
Fam108B counter: Fam108B inhibition, counter-screen for RBBP9 inhibitors | recombinant Fam108B, FP-Rh probe fluorescence polarization | inhibition, % at 9.51 µM | 300,000 compounds, 0.33% hits | AID 1947;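 active = inhibition above the screen mean inhibition plus 3 SD, computed separately per campaign, cut at about 18% in these data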;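 also: inhibitors lower polarization as less probe binds the enzyme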
GLD-1 TGE inh: GLD-1-TGE RNA interaction inhibition (C. elegans); purified GLD-1 + fluorescein TGE RNA, fluorescence polarization; inhibition, % at 5.96 µM; 320,000 compounds, 0.44% hits; AID 2280;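 active = percent inhibition above a per-plate cutoff, the plate mean of test compounds plus 3 SD, cut at about 30% in these data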;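 also: 0% = DMSO wells with GLD-1 and probe and 100% = wells lacking GLD-1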
PME-1 inh: blocks human protein phosphatase methylesterase 1; recombinant PME-1, FP-Rh probe fluorescence polarization; 320,000 compounds, 0.53% hits; inhibition, % at 5.9 µM; AID 2130; Q9Y570;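 active = inhibition above the campaign mean of all compounds plus 3 SD, cut at about 26% in these data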;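 also: competitive labeling of PME-1 active site by serine hydrolase directed probe; 0% = PME-1 with DMSO and 100% = wells lacking PME-1 enzyme; inhibitors block probe labeling so polarization falls and inhibition rises; many of its hits are not listed in these tables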
Target sequence (Q9Y570 whole entry, looked up): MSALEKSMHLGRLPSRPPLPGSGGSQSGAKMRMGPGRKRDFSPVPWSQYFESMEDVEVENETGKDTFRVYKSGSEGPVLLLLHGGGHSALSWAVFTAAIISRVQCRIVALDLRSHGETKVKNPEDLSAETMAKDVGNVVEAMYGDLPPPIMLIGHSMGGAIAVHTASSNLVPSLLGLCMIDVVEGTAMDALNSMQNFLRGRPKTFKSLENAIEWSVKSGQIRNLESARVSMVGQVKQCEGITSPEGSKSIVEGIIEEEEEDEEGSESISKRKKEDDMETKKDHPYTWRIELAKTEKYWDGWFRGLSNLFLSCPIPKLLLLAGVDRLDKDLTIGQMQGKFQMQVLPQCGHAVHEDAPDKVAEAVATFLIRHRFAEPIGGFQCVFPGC
BCLXL inh: Bcl-xL (human) inhibition. inhibition, % at 10.9 µM. GST-Bcl-xL / FITC-Bim BH3 peptide fluorescence polarization. AID 2129. 320,000 compounds, 0.7% hits. Q07817;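 active = inhibition above the mean of all tested compounds plus 3 SD, cutoff set per campaign, cut at about 30% in these data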;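 also: 0% = DMSO wells and 100% = unlabeled Bim-BH3 peptide competitor; inhibitors lower millipolarization by displacing the labeled peptide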
Target sequence (Q07817 whole entry, looked up): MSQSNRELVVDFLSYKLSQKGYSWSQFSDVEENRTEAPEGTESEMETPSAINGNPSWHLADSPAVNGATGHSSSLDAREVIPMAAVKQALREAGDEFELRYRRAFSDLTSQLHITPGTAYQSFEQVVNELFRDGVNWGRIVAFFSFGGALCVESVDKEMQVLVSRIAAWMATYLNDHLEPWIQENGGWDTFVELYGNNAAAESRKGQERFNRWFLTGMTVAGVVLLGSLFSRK
Efflux pump mplx: antifungal efflux pump inhibition, Nile Red retention. S. cerevisiae Candida pump triplex. inhibition, % at 10 µM. 330,000 compounds, 0.44% hits;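 active = plate passing quality check with inhibition over a set limit, or well fluorescence over plate mean plus 4 SD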;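 also: Nile Red retained in pooled yeast measured as flow cytometry median fluorescence; 0% = buffer negative control and 100% = Enniatin B positive control; higher means more Nile Red kept so more efflux inhibition; some compounds called inactive have numbers as strong as hits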
GRK2 aptamer HTS: inhibitors of human GRK2 displacing RNA aptamer. P25098. bead flow cytometry, FAM-aptamer displacement from GRK2. inhibition of aptamer binding, % at 10 µM. 330,000 compounds, 0.59% hits. AID 488847;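 active = inhibition of aptamer binding above 40%, roughly 3 SD of noise, on plates passing a quality check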;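 also: median bead fluorescence of bound FAM aptamer so fluorescent compounds give negative values; no value below 0 was filed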
MEX-5 binding: C. elegans MEX-5 TCR-2 RNA binding activity | MEX-5/FITC-TCR2 RNA binding, fluorescence polarization; stronger effect = lower value | Q9XUB2 | 300,000 compounds, 0.38% hits | activity score (negative = inhibition of binding), % at 10 µM;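 active = inhibition past about -25% in most replicates, and total fluorescence under double the plate's negative control median, limit read from the data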;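 also: 0% = DMSO and -100% = 5 µM competing unlabeled TCR2 RNA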
The depositor's hits bear a star; . = not tested or not shown. Some of the compounds tested. The share of hits here may be higher or lower than overall.

SMILES	VLA-4 inh	MCL1 BIM primary	Fam108B counter	GLD-1 TGE inh	PME-1 inh	BCLXL inh	Efflux pump mplx	GRK2 aptamer HTS	MEX-5 binding
CCOc1ccc(C(=O)N2CCSC2=S)cc1	-2	0	0	6	0	0	-0.1	3	0.9
Cn1cc([N+](=O)[O-])c(C(=O)Nc2ccc3c(c2)OCCO3)n1	8	10	-3	1	1	5	0.1	1	1.4
CCOc1ccc(CNc2ccc3c(c2)ncn3C)cc1	-9	20	5	0	5	15	0.1	7	-3.9
O=C(Cc1ccccc1F)Nc1ccc(S(=O)(=O)N2CCCC2)cc1	0	.	.	9	.	.	0.4	1	.
Cc1nc(-c2ccccc2)sc1C(=O)Nc1ccc(S(N)(=O)=O)cc1	12	0	0	-3	-15	0	0.0	0	-2.0
Cc1ccc(S(=O)(=O)N2CCCCC2C(=O)Nc2nncs2)cc1 (stereo unspecified)	3	-4	-1	6	-9	1	0.1	1	2.6
CCN(CC)CC(O)Cn1c(-c2ccccc2Cl)nc2ccccc21 (stereo unspecified)	3	1	0	11	-4	5	0.1	2	3.3
COc1ccc(NC(=O)OC(C)C)cc1	1	4	6	-2	5	3	0.0	1	0.7
Cc1cc(N/C=C/C(=O)c2cccc3ccccc23)no1	-23	9	3	1	8	3	0.0	1	-0.4
Cc1ccc(S(=O)(=O)N[C@H](C(=O)N2CCC(C(=O)N[C@@H](CCC(N)=O)C(=O)O)CC2)C(C)C)cc1	24	-5	2	-1	-2	1	0.1	2	0.9
CCc1nc2ccccc2c(C(=O)OCC(=O)Nc2cccc(S(=O)(=O)NC3=NCCCCC3)c2)c1C	23	-4	2	5	-8	2	-0.1	2	-0.2
CCc1ccc(N/C(N)=N/c2nc(CSc3ccccn3)cc(=O)[nH]2)cc1	4	4	-7	2	-6	1	0.3	0	1.5
CN(CC(=O)NCc1ccc(F)cc1)Cc1cccc(Cl)c1	1	-3	3	0	2	3	-0.1	0	2.1
COc1ccc(S(=O)(=O)N2CCN(C(=O)NCc3ccccc3)CC2)cc1	21	-1	-6	11	-8	0	0.0	0	1.5
COCC(=O)Nc1cc([N+](=O)[O-])ccc1C	0	6	4	-4	4	1	0.0	2	-0.6

Structural class: those above containing sulfur
SMILES	VLA-4 inh	MCL1 BIM primary	Fam108B counter	GLD-1 TGE inh	PME-1 inh	BCLXL inh	Efflux pump mplx	GRK2 aptamer HTS	MEX-5 binding
CCOc1ccc(C(=O)N2CCSC2=S)cc1	-2	0	0	6	0	0	-0.1	3	0.9
O=C(Cc1ccccc1F)Nc1ccc(S(=O)(=O)N2CCCC2)cc1	0	.	.	9	.	.	0.4	1	.
Cc1nc(-c2ccccc2)sc1C(=O)Nc1ccc(S(N)(=O)=O)cc1	12	0	0	-3	-15	0	0.0	0	-2.0
Cc1ccc(S(=O)(=O)N2CCCCC2C(=O)Nc2nncs2)cc1 (stereo unspecified)	3	-4	-1	6	-9	1	0.1	1	2.6
Cc1ccc(S(=O)(=O)N[C@H](C(=O)N2CCC(C(=O)N[C@@H](CCC(N)=O)C(=O)O)CC2)C(C)C)cc1	24	-5	2	-1	-2	1	0.1	2	0.9
CCc1nc2ccccc2c(C(=O)OCC(=O)Nc2cccc(S(=O)(=O)NC3=NCCCCC3)c2)c1C	23	-4	2	5	-8	2	-0.1	2	-0.2
CCc1ccc(N/C(N)=N/c2nc(CSc3ccccn3)cc(=O)[nH]2)cc1	4	4	-7	2	-6	1	0.3	0	1.5
COc1ccc(S(=O)(=O)N2CCN(C(=O)NCc3ccccc3)CC2)cc1	21	-1	-6	11	-8	0	0.0	0	1.5

The list goes on.
SMILES	VLA-4 inh	MCL1 BIM primary	Fam108B counter	GLD-1 TGE inh	PME-1 inh	BCLXL inh	Efflux pump mplx	GRK2 aptamer HTS	MEX-5 binding
COc1ccc(NC(=O)COC(=O)CCOc2ccccc2C)cc1Cl	-2	1	0	3	5	0	-0.1	0	1.4
CCC1(c2ccccc2)NC(=O)N(CC(=O)NNC(=O)c2ccoc2C)C1=O (stereo unspecified)	4	6	-1	1	-5	1	0.0	3	-1.1
N#Cc1cccnc1N1CCN(C(=O)c2cccc3c2C(=O)c2ccc(Cl)cc2S3(=O)=O)CC1	15	12	.	6	20	13	0.3	1	.
Cc1ccc(Cl)cc1N1CCN(C(=O)C2CCN(S(=O)(=O)c3c(C)nn(C)c3C)CC2)CC1	-14	7	3	0	4	10	0.0	0	-0.6
CC(C)C[C@H](NC(=O)c1[nH]cnc1C(=O)N[C@@H](C)C(=O)OC(C)(C)C)C(=O)OCc1ccccc1	-12	3	-3	0	4	2	-0.1	0	0.6
COc1ccc(N2CCN(C(=O)c3cc(-c4ccc(F)cc4)[nH]c3C)CC2)cc1	1	.	.	.	.	.	-0.2	3	3.0
Nc1ccccc1-c1nc2ccccc2[nH]1	-4	-12	-5	0	12	-6	0.2	4	-1.8
O=C(NC(=S)Nc1ccccc1Br)c1ccc2c(c1)OCO2	8	4	0	7	1	1	0.1	36	2.2
O=C(NCCCNC(=O)c1cc(Cl)ccc1Cl)c1cnccn1	-2	-3	0	5	-2	1	-0.1	0	0.9
COc1cccc(CN2C(=O)[C@H]3Cc4c([nH]c5ccccc45)C(C)(C)N3C2=O)c1	.	7	2	4	0	1	.	.	-1.4
Cc1cc2nccc(-c3ccc(Cl)c([N+](=O)[O-])c3)n2n1	-1	0	-3	5	3	1	-0.1	0	0.5
CCNC(=S)NCCN1CCCCC1	12	16	-2	4	0	6	0.1	5	1.9
CCOc1cc(C(=S)N2CCOCC2)ccc1OS(=O)(=O)c1ccccc1	9	-2	2	-8	1	-1	-0.1	0	-1.2
O=C(Nc1ccn(-c2ccccc2)n1)c1ccc(S(=O)(=O)N2CCCCCC2)cc1	11	-1	9	3	-7	1	-0.1	0	-1.3
Cc1cc(C)nc(SCCC(=O)N(C)C)n1	14	-1	-6	2	-7	0	0.1	0	-3.0

Next part; it opens with the 2 that closed the last part.
SMILES	VLA-4 inh	MCL1 BIM primary	Fam108B counter	GLD-1 TGE inh	PME-1 inh	BCLXL inh	Efflux pump mplx	GRK2 aptamer HTS	MEX-5 binding
O=C(Nc1ccn(-c2ccccc2)n1)c1ccc(S(=O)(=O)N2CCCCCC2)cc1	11	-1	9	3	-7	1	-0.1	0	-1.3
Cc1cc(C)nc(SCCC(=O)N(C)C)n1	14	-1	-6	2	-7	0	0.1	0	-3.0
Cc1n[nH]c(C)c1CCCCOc1ccccc1[N+](=O)[O-]	4	3	4	4	-7	3	0.0	4	0.9
O=C(CNC(=O)c1ccco1)NCC(=O)OC(C(=O)c1ccccc1)c1ccc(Cl)cc1 (stereo unspecified)	7	-8	1	1	-2	2	-0.2	0	0.1
CNC(=O)NC(=S)NC(=O)c1cccc(Cl)c1	-3	13	3	4	5	9	0.1	2	0.8
Cc1cccc(NC(=O)CCNC(=O)c2ccc(Br)cc2)c1C	7	.	.	.	.	.	0.2	0	0.4
COc1cc2c(C(=O)N3CCN(C4CCCCC4)CC3)cn(CC(C)C)c(=O)c2cc1OC	15	-5	-1	2	-5	0	0.0	2	0.3
O=C(NCc1ccccc1)C(c1ccc(O)cc1)N(C(=O)Cn1nnc(-c2cccs2)n1)c1ccc2c(c1)OCCO2 (stereo unspecified)	6	2	-24	-6	-27	1	-0.1	0	1.2
O=C(COC(=O)C1CCN(S(=O)(=O)c2ccccc2C(F)(F)F)CC1)NCc1ccc(F)cc1	14	-22	-1	7	-2	-1	-0.1	0	-2.9
O=C(COc1ccccc1)NCC(c1ccco1)N1CCN(c2ccccc2)CC1 (stereo unspecified)	7	10	-1	8	1	4	0.0	0	2.0
CCOC(=O)/C=C(\C)Sc1cc(=O)oc2ccccc12	11	0	5	1	-5	-2	0.0	0	-8.0
COc1ccc(C(=O)Cn2c(Br)nc3c2c(=O)n(C)c(=O)n3C)cc1OC	0	2	1	1	-7	5	0.0	0	1.1
O=C(O)C1C2C=CC(C2)C1C(=O)Nc1cccc(F)c1 (stereo unspecified)	17	7	3	7	-2	6	0.1	0	-0.9
Nc1nsnc1C(=O)NCCO	14	4	1	3	2	3	-0.1	0	0.5
COc1ccc(/C=C2/SC(=S)N(NS(=O)(=O)c3ccc(C)cc3)C2=O)cc1	9	15	0	1	1	10	-0.2	0	-5.7
O=C(C1CCC1)N1CCN(Cc2ccccc2)CC1	6	-5	-3	-7	7	0	0.3	0	-0.3
COc1ccccc1Oc1ccc(Oc2ccccc2OC)cc1	2	-6	-1	-3	-2	3	-0.1	1	0.1
Cc1cc(C)c(Cn2c(=O)n(CCCC(=O)NCc3ccco3)c(=O)c3ccccc32)c(C)c1	9	-12	-11	-1	-3	-1	0.0	0	-1.5
Nc1nonc1-n1nnc(C(=O)N/N=C/c2cccs2)c1-c1ccc2c(c1)OCO2	-4	4	-3	-8	4	4	0.3	9	1.1
NC(=O)COC(=O)c1ccccc1Oc1ccccc1	14	7	-1	-1	-7	6	0.0	1	0.2
Cc1cccc(OCCC(=O)OC(C)C(=O)Nc2ccc(Cl)cn2)c1 (stereo unspecified)	6	4	0	3	-2	4	-0.1	1	-2.5
Cc1ccc(NC(=O)CCN2C(=O)C3C4CCC(C4)C3C2=O)cc1Cl (stereo unspecified)	1	2	-2	3	-7	3	0.0	3	0.2
O=C(CSc1nnc2n1CCCN2C(=S)Nc1ccc(Cl)cc1)c1ccccc1	-2	-10	1	1	5	-2	0.2	1	-0.4
Cc1noc(C)c1NC(=O)Nc1cccc2c1O[C@H](CN(C)C(=O)NC(C)C)[C@@H](C)CN([C@H](C)CO)C2=O	7	.	.	1	.	.	0.0	0	.
Cc1ccc(-n2cc(CN3CCN(C(=O)c4ncn[nH]4)CC3)c(-c3ccc(F)cc3)n2)cc1	7	2	6	2	3	3	-0.1	0	2.1
Cn1c(O)c(N=Nc2nc(-c3ccccc3)cs2)c2ccccc21	-8	-9	0	2	8	1	-0.3	2	0.3
Cc1c(NC(=O)c2ccc(-c3ccc([N+](=O)[O-])cc3Cl)o2)c(=O)n(-c2ccccc2)n1C	6	4	2	9	-2	4	-0.1	17	0.2
O=C(NCc1cccc(F)c1)C1CCC(=O)N(CC2CCCCC2)C1 (stereo unspecified)	7	1	-1	2	1	0	0.2	0	-2.2
COc1ccc(NC(=O)C2CCC(=O)N2S(=O)(=O)c2ccc(C)cc2)c(OC)c1 (stereo unspecified)	2	-1	-3	3	-9	1	0.4	1	.
COc1ccc(/C=C2\CCCC3C2=NN(C(=O)CSc2ncn[nH]2)C3c2ccc(OC)cc2)cc1 (stereo unspecified)	-2	1	-3	3	-4	1	-0.4	0	-1.9
Nc1cc(C(=O)N2CCCC2)cc(C(=O)N2CCCC2)c1	1	4	4	-2	4	3	0.0	0	-5.4
